IDE cell activ: IDE (human) activation, cell-based; P14735; HEK cells, FAbeta-B cleavage, fluorescence polarization; 0% vehicle, 100% cell-free pure enzyme wells; activation, % at 5.96 µM; 0.073% of 340,000 active; AID 493087;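 active = activation above the mean of all tested compounds plus 3 SD, set per screening campaign, cut at about 17% in these data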
Target sequence (P14735 whole entry, looked up): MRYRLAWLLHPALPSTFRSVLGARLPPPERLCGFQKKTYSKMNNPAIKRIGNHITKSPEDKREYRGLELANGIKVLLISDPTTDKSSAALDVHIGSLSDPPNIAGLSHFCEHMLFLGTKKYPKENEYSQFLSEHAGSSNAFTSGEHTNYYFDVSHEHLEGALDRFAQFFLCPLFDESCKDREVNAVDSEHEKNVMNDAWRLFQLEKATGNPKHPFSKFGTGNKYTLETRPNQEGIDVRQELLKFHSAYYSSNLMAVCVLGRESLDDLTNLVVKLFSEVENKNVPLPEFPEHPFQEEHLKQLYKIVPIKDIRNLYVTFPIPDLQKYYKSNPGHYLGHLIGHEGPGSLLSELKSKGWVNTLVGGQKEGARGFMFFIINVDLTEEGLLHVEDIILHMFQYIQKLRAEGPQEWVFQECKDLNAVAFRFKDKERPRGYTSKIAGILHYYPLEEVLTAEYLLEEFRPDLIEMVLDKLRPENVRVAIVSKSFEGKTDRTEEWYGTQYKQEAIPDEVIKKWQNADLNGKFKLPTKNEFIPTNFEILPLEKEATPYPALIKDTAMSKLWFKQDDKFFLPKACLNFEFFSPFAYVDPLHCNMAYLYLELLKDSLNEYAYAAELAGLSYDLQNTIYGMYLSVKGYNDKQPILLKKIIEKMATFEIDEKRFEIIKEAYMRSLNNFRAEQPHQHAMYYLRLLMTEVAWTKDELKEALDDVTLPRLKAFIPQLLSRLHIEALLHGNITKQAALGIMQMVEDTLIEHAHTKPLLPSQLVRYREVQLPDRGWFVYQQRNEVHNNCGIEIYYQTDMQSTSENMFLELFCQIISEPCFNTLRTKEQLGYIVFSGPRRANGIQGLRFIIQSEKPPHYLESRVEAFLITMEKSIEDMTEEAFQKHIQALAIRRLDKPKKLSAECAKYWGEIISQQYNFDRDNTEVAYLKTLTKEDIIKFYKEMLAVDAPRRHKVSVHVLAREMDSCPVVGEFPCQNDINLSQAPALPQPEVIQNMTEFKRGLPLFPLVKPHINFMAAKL
Active calls of the source: *. The list is partial (hit frequency here may not be typical).

SMILES	IDE cell activ
CN(C)C(=O)c1ccc(NC(=O)COC(=O)C2CCN(S(=O)(=O)c3ccc4c(c3)OCCO4)CC2)cc1	3
Cc1ccc(C(=O)OCC(=O)NCc2cccc(Cl)c2)cc1S(=O)(=O)N1CCCCC1	4
CCOc1ccc(NS(=O)(=O)c2ccc(C(=O)NCc3ccccn3)cc2)cc1	8
COc1ccccc1N1CCN(S(=O)(=O)CCNC(=O)C2CCCC2)CC1	6
CC[C@@H]1C=C(C(=O)O)[C@H](c2ccc(OC)c(OC)c2)N1S(=O)(=O)c1ccc(C)cc1	3
C=CC(C)(C)c1c2occc2c(O)c2ccc(=O)oc12	4
CC(Sc1nc2ccccc2c(=O)n1C)C(=O)Nc1ccc2c(c1)OCCO2 (configuration not stated)	3
CN(C(=O)CSc1nccc(=O)[nH]1)C1CCCCC1	0
CC12CC3CC1C(C(=O)O2)C3C(=O)O (configuration not stated)	6
COC(=O)c1ccc2c(c1)c(-c1ccccc1)c(-c1ccccc1)n2C	0
O=S(=O)(c1ccc2ccccc2c1)N1CCN(c2ccc(O)cc2)CC1	1
Cc1ccc(NC(=O)C(C)OC(=O)Cc2c[nH]c3ccccc23)cc1S(=O)(=O)N1CCOCC1 (configuration not stated)	-1
Cc1cc(C(=O)OCC(=O)NCCN2C(=O)CSC2=O)ccc1[N+](=O)[O-]	3
COc1cccc(CN(C)C(=O)CCN=C2NS(=O)(=O)c3ccccc32)c1	-4
COc1ccc(Cl)cc1C(=O)NNC(=O)C1CCCO1 (configuration not stated)	3
CCOc1ccccc1NC(=O)COC(=O)c1c(CC)noc1C	5
COCCN(C(=O)CSc1n[nH]c(-c2ccc(OC)cc2)n1)c1c(N)n(Cc2ccccc2)c(=O)[nH]c1=O	4
CN(C)CCCC1Sc2ccccc2Sc2ccccc21 (configuration not stated)	6
COCCN(C(=O)COC(=O)CCOc1cccc(C)c1)c1c(N)n(Cc2ccccc2)c(=O)[nH]c1=O	3
Cc1ccc(-n2cnc3c(=O)[nH]cnc32)cc1[N+](=O)[O-]	-2
Cc1cccc(NS(=O)(=O)c2ccc(C)c(C(=O)NCC(c3ccccc3)N(C)C)c2)c1 (configuration not stated)	5
O=C(Nc1ccc2c(c1)C(=O)c1ccccc1-2)c1ccccc1	-6
O=C(CCC(=O)c1ccc(F)cc1)OCc1nnc(-c2ccc([N+](=O)[O-])cc2)o1	2
CCN(CC)S(=O)(=O)c1ccc(O)c(NC(=O)COc2ccc(S(=O)(=O)N3CCOCC3)cc2)c1	2
Cc1noc(C)c1COc1cccc(C(=O)Nc2ccccc2)c1	1
COc1ccc(C(=Cc2ccccc2[N+](=O)[O-])C(=O)O)cc1	3
CC(C)(C)OC(=O)C[C@H]1C/C=C\C[C@H](CC(=O)NCCO)C(=O)NC[C@H](c2ccccc2)OC1=O	4
CC1(c2ccccc2)CCC(=O)NC1 (configuration not stated)	1
CC[C@@]1(C(=O)OC)N[C@H](CN(C)C(=O)Nc2ccc(Cl)cc2)[C@@H]2C(=O)N(Cc3ccccc3)C(=O)[C@@H]21	3
O=C(c1n[nH]c2ccccc12)N1CCN(S(=O)(=O)c2ccccc2)CC1	0
Cc1cc(C(=O)OCC(=O)NC2(C#N)CCCCC2)c(C)o1	5
Cc1ccccc1-c1cc(=O)c2ccccc2o1	-5
Cc1c(NC(=O)CN2C(=O)NC(C)(c3ccc(Cl)cc3)C2=O)c(=O)n(-c2ccccc2)n1C (configuration not stated)	4
CCCCN(C(=O)c1ccc(Br)o1)C1CCS(=O)(=O)C1 (configuration not stated)	4
CCOC(CNCc1cc(C)c2[nH]c3ccccc3c2c1C)OCC	4
CC1(c2ccc(Cl)cc2)NC(=O)N(CC(=O)N2CCc3ccccc3C2)C1=O (configuration not stated)	6
COc1ccc(N2CCN(C(=O)COC(=O)c3ccc(OC(F)F)cc3)CC2)cc1	-2
Cc1c(C(=O)NCc2ccccc2CN2CCCC2)oc2ccccc12	3
CC[C@@]12C(=O)N(c3cccc(Cl)c3)C(=O)N1[C@H](c1cccc(C)c1)[C@@H]1C(=O)N(Cc3ccccc3)C(=O)[C@@H]12	1
COc1cccc(NC(=O)C(=O)NCC2CCCN2S(=O)(=O)c2ccccc2)c1 (configuration not stated)	7
COCCn1c(SCC(=O)NC2(C#N)CCCCC2)nc2ccccc2c1=O	3
CN(C(=O)c1ccc(NC(=O)C2CCCN(C(=O)OC(C)(C)C)C2)cc1)C1CC1 (configuration not stated)	3
CCS(=O)(=O)c1ccc2oc(SCC(=O)c3c(N)n(C4CC4)c(=O)[nH]c3=O)nc2c1	2
O=C(Nc1cc(Cl)ccc1N1CCOCC1)C1CC1	4
Cc1ccccc1C(=O)N1CCC(C(=O)OCc2ccccc2Cl)CC1	-1
Cc1ccc(NC(=O)CSC(C)C(=O)OC(C)C(=O)NC2CCCCC2C)cc1 (configuration not stated)	2
O=C(COC(=O)c1ccccn1)NNC(=O)c1ccc(Br)cc1	1
O=C(COC(=O)CC1CCCC1)Nc1ccccc1[N+](=O)[O-]	1
CCCCCCCCNS(=O)(=O)CCNC1CCCCC1	3
COc1ccc(NC(=O)CN(C)C(=O)Cc2ccc(-c3ccccc3)cc2)cc1	-3

More structures:
SMILES	IDE cell activ
O=S(=O)(Nc1cccc(-c2ccc3nncn3n2)c1)c1cc(F)ccc1F	-3
O=C(Cc1ccccc1)c1ccc(O)cc1	2
Cc1ccsc1CN(C)CC(=O)Nc1ccccc1C(=O)NC1CC1	3
CC(N=C1NS(=O)(=O)c2ccccc21)C(=O)NCc1ccc(F)cc1 (configuration not stated)	2
CC12CCC(=O)N1C(C(=O)Nc1ccccc1N1CCCCC1)CS2 (configuration not stated)	-2
CCc1nnc(NC(=O)C2CCN(C(=O)c3ccccc3C)CC2)s1	-2
CC1CCN(S(=O)(=O)CCNC(=O)c2ccc(F)cc2)CC1	3
COc1ccc(NS(=O)(=O)c2cccc(C(=O)N(C)Cc3ccc(SC)cc3)c2)cc1	3
COc1cc(C(=O)Nc2cc(C(F)(F)F)ccc2N2CCOCC2)ccc1OCC(=O)N1CCOCC1	2
Cn1c(SCC(=O)N2CC(=O)Nc3ccccc32)nnc1C(F)(F)F	0
COc1ccc(/C=C/C(=O)OCC(=O)N(C)CC(=O)Nc2ccc(C)cc2)c(OC)c1	0
COc1ccc(CNC(=O)C(=O)N2CCC3(CC2)OCCN3S(=O)(=O)c2ccc(C)cc2)cc1	8
CC1(C)NC(=O)N(CC(=O)OCC(=O)c2ccc(F)cc2)C1=O	-2
CC(C)Oc1ccc(S(=O)(=O)N2CCOCC2)cc1NC(=O)C1CCCC1	4
COCCN(C(=O)Cc1ccc(S(=O)(=O)N2CCOCC2)s1)c1c(N)n(CC(C)C)c(=O)[nH]c1=O	5
CCOC(=O)c1cc(CC)sc1NC(=O)COC(=O)c1ccccn1	-1
CCOc1ccc(S(=O)(=O)N2CCCCC2)cc1NC(=O)CN1CCCC1c1cccs1 (configuration not stated)	4
CC(=O)c1ccc(S(=O)(=O)N(CC(=O)NC2CC2)Cc2ccc(F)cc2)cc1	3
CCOc1ccc(Nc2ccc(S(=O)(=O)N3CCN(C)CC3)cc2[N+](=O)[O-])cc1OCC	-2
CC1CN(S(=O)(=O)c2cccc(C(=O)N(CCc3ccccc3)Cc3ccccc3)c2)CC(C)O1 (configuration not stated)	5
CCSc1ccc([C@@H]2[C@H]3C(=O)N(CC)C(=O)[C@H]3[C@]3(C(=O)OC)CCCCN23)cc1OC	4
Cc1nc(-c2ccccc2)nc2n[nH]c(N)c12	4
O=[N+]([O-])c1cccc2cnccc12	6
COc1ccc(S(=O)(=O)Nc2cccc3c2O[C@H](CN(C)CC2CC2)[C@@H](C)CN([C@H](C)CO)C3=O)cc1	5
COC(=O)[C@H](Cc1ccc(O)cc1)NCCCn1cnc(C(=O)Nc2ccc(C)c(C)c2)n1	1
C[C@H](NC(=O)c1nc[nH]c1C(=O)NCc1ccccc1)c1ccccc1	-5
CC1CCN(S(=O)(=O)c2cc(C(=O)Nc3ccccn3)ccc2Br)CC1	2
CN(C(=O)CSc1nnc(C2CC2)n1C)C1CCCc2ccccc21 (configuration not stated)	0
CC(C)NC(=O)N(C)C[C@H]1Oc2ccc(NS(=O)(=O)c3ccccc3)cc2C(=O)N([C@H](C)CO)C[C@@H]1C	3
O=C(Cc1ccccc1[N+](=O)[O-])c1ccc2c(c1)OCO2	3
CC1CN(C(=O)COC(=O)c2cc3ccccc3cc2O)CC(C)O1 (configuration not stated)	1
COc1cccc(CN(C)C(=O)c2cc(S(=O)(=O)N3CCCCCC3)ccc2OC)c1	2
N#Cc1ccc(C(=O)OCC(=O)NC(=O)NCc2ccccc2)cc1	3
Cc1noc(C)c1NC(=O)N(C)C[C@H]1Oc2ccc(NS(=O)(=O)c3ccccc3)cc2C(=O)N([C@H](C)CO)C[C@@H]1C	-3
O=C(Nc1ccc(Cl)c(S(=O)(=O)N2CCOCC2)c1)c1ccncc1	2
O=C(COC(=O)c1ccccc1[N+](=O)[O-])NC(=O)c1ccccc1	0
CCOc1ccc(C(=O)CCC(=O)N2CCN(c3ccccc3O)CC2)cc1	-3
Cc1ccccc1NC(=O)c1ccccc1N(C)S(=O)(=O)c1ccccc1	-2
Cc1cc(CN2CCN(CC(=O)Nc3cc(C(F)(F)F)ccc3-n3cncn3)CC2)no1	1
CCOC(=O)C1CCCN(S(=O)(=O)c2ccc(S(=O)(=O)N3CCCC3)cc2)C1 (configuration not stated)	3
Cc1cccc(OC(C)C(=O)Nc2cc(S(=O)(=O)N3CCCCC3)ccc2C)c1 (configuration not stated)	6
COc1ccccc1C(=O)NC(=O)COC(=O)c1ccc([N+](=O)[O-])cc1	5
CN(CC(=O)Nc1ccccc1Cl)C(=O)Cn1cc(C(F)(F)F)ccc1=O	2
C1CC1C(=NN=C(C1CC1)C1CC1)C1CC1	-2
CCCCN(C(=O)c1nn(C)c(=O)c2ccccc12)c1c(N)n(CCC)c(=O)[nH]c1=O	-5
COc1ccc(C(=O)COC(=O)CCS(=O)(=O)c2ccc(C)cc2)c(OC)c1	3
CN(C)N1C(=O)/C(=C/c2ccco2)SC1=Nc1ccccc1	6
CC1CCN(C(CNS(=O)(=O)c2ccccc2)c2ccccc2)CC1 (configuration not stated)	1
O=C(NCCc1ccccc1)C1CC(=O)N(c2ccc3c(c2)OCCO3)C1 (configuration not stated)	4
O=C(O)c1ccccc1C(c1ccccc1)c1ccccc1O (configuration not stated)	3

A draw from above in order of molar mass, descending:
SMILES	IDE cell activ
Cc1noc(C)c1NC(=O)N(C)C[C@H]1Oc2ccc(NS(=O)(=O)c3ccccc3)cc2C(=O)N([C@H](C)CO)C[C@@H]1C	-3
CC(C)NC(=O)N(C)C[C@H]1Oc2ccc(NS(=O)(=O)c3ccccc3)cc2C(=O)N([C@H](C)CO)C[C@@H]1C	3
Cc1cc(CN2CCN(CC(=O)Nc3cc(C(F)(F)F)ccc3-n3cncn3)CC2)no1	1
COc1cccc(CN(C)C(=O)c2cc(S(=O)(=O)N3CCCCCC3)ccc2OC)c1	2
CCOC(=O)C1CCCN(S(=O)(=O)c2ccc(S(=O)(=O)N3CCCC3)cc2)C1 (configuration not stated)	3
Cc1cccc(OC(C)C(=O)Nc2cc(S(=O)(=O)N3CCCCC3)ccc2C)c1 (configuration not stated)	6
COc1ccc(C(=O)COC(=O)CCS(=O)(=O)c2ccc(C)cc2)c(OC)c1	3
CN(CC(=O)Nc1ccccc1Cl)C(=O)Cn1cc(C(F)(F)F)ccc1=O	2
CCOc1ccc(C(=O)CCC(=O)N2CCN(c3ccccc3O)CC2)cc1	-3
O=C(NCCc1ccccc1)C1CC(=O)N(c2ccc3c(c2)OCCO3)C1 (configuration not stated)	4
CC1CCN(C(CNS(=O)(=O)c2ccccc2)c2ccccc2)CC1 (configuration not stated)	1
COc1ccccc1C(=O)NC(=O)COC(=O)c1ccc([N+](=O)[O-])cc1	5
CN(C(=O)CSc1nnc(C2CC2)n1C)C1CCCc2ccccc21 (configuration not stated)	0
CC1CN(C(=O)COC(=O)c2cc3ccccc3cc2O)CC(C)O1 (configuration not stated)	1
N#Cc1ccc(C(=O)OCC(=O)NC(=O)NCc2ccccc2)cc1	3
O=C(COC(=O)c1ccccc1[N+](=O)[O-])NC(=O)c1ccccc1	0
CN(C)N1C(=O)/C(=C/c2ccco2)SC1=Nc1ccccc1	6
O=C(O)c1ccccc1C(c1ccccc1)c1ccccc1O (configuration not stated)	3
O=C(Cc1ccccc1[N+](=O)[O-])c1ccc2c(c1)OCO2	3
C1CC1C(=NN=C(C1CC1)C1CC1)C1CC1	-2

Continued.
SMILES	IDE cell activ
COc1ccc(S(=O)(=O)N2CCOCC2)cc1NC(=O)COC(=O)CCS(=O)(=O)c1ccc(C)cc1	-4
O=S(=O)(c1cc(C(F)(F)F)ccc1Cl)N1CCN(c2ncnc3ccccc23)CC1	-3
CC(C)CN(C1CCS(=O)(=O)C1)S(=O)(=O)c1ccc(C(C)C)cc1 (configuration not stated)	2
C=CCN(c1ccccc1OC)S(=O)(=O)c1cccc(C(=O)NC2=NCCS2)c1	-2
COc1ccc(OC)c(NC(=O)COC(=O)Cn2nnc(-c3ccccc3)n2)c1	2
Cc1ccc(Br)c(NS(=O)(=O)c2cccc(C(=O)N3CCNC(=O)C3)c2)c1	4
Cc1cc2c(c(CO)c1CCO)C(=O)[C@@H](C)[C@@H]2O	-3
Cc1cccnc1NC(=O)c1ccc(S(=O)(=O)N2CCCCC2)cc1	5
O=C(Nc1ccccn1)c1ccc(S(=O)(=O)N2CCCCCC2)cc1	5
Cc1ccc(S(=O)(=O)N2CCN(CC(O)CN3CCOCC3)CC2)cc1 (configuration not stated)	-3
Cc1cc2c(cc1C)NC(C)CC(=O)N2 (configuration not stated)	0
CC(=O)Oc1c(C)c(C)c2c(c1C)CC[C@@](C)(CCC[C@H](C)CCC[C@H](C)CCCC(C)C)O2	6
CC1(C)CC(=O)C=C(NC2CCCCC2)C1	-8
CC(Sc1nnnn1-c1ccc(O)cc1)C(=O)NNC(=O)c1ccc(F)cc1 (configuration not stated)	0
Cc1sc2ncnc(N3CCC(C(=O)Nc4cc(C(F)(F)F)ccc4OCC(F)(F)F)CC3)c2c1C	2
Cc1ccc(C)c(S(=O)(=O)N2CCCC2CNC(=O)C(=O)NCCc2ccccc2)c1 (configuration not stated)	6
O=C(COC(=O)c1cccnc1Cl)NC1CCCCC1	0
CCN(C(=O)COC(=O)/C=C/c1ccc(OC(F)F)c(OC)c1)C1CCS(=O)(=O)C1 (configuration not stated)	1
O=C(CC1OC(=O)c2ccccc21)NCC1COc2ccccc2O1 (configuration not stated)	-3
